NS5 inhibitors – Dengue-2 NS5 methyltransferase inhibitors, primary screen, biochemical, confirmation dose response (AID 588689); Dengue-2 NS5 methyltransferase capping enzyme assay, biochemical; higher % means a stronger effect; inhibition, % at 25 µM; hits with a dose series show IC50 in µM; 340,000 compounds, 0.3% hits; in the data active means a potency from the dose series; inconclusive means inhibition above about 29% without an active follow-up result
RSV CPE inhibition – RSV antiviral activity via CPE protection, HEp-2 cells, primary 10 µM value included (AID 2391); HEp-2 cells, RSV-induced CPE inhibition; higher % means a stronger effect; CPE inhibition, % at 10 µM; hits with a dose series show IC50 in µM; 310,000 compounds, 0.13% hits; in the data active means a potency from the dose series; inconclusive means CPE inhibition mostly from about 23% at the one dose, without a potency; inactive means the rest, 99 in 100 with CPE inhibition below about 21%; further: strong numbers were not always called active
T cell modulator – modulates CD8 T cell binding to vesicles; 2C CD8+ T cell-vesicle binding, flow cytometry; active compounds read low; calls only at 7 µM; 330,000 compounds, 0.068% hits; AID 2052;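 active means response, share of CD8 T cells binding vesicles, and their 90th percentile fluorescence all below set limits, cut at about 80% in these data, passing the limit was not always enough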
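Material: murine 2C transgenic CD8+ T lymphocytes / Also added: QL9-peptide-loaded Drosophila micro-vesicles bearing Ld, ICAM-1 and B7-1 / Schedule: binding step 1.5 h, 37 °C, antibody labelling 20 min, ice / Signal: flow cytometry, PE anti-B7-1 (FL2) versus Alexa647 anti-CD8 (FL8), PFA-fixed / Evaluation: percent CD8+ FL2 mean versus row control / Benchmarks: naked versus QL9-loaded vesicles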
NTR1 ag – agonists of NTR1, primary screen, imaging, U2OS cells, beta-arrestin-GFP, high content (AID 493036); NTR1-U2OS beta-arrestin-GFP spot imaging, agonist mode; activation, % at 20 µM; 330,000 compounds, 0.17% hits;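 active means activation at or above 40% of the spot to cytoplasm intensity ratio, with at least 20 cells analyzed; inconclusive means wells under 20 cells, flagged as cytotoxic or low count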;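 further: 0% = DMSO without peptide and 100% = 100 nM NTR1 peptide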
Target sequence (P30989 whole entry, looked up): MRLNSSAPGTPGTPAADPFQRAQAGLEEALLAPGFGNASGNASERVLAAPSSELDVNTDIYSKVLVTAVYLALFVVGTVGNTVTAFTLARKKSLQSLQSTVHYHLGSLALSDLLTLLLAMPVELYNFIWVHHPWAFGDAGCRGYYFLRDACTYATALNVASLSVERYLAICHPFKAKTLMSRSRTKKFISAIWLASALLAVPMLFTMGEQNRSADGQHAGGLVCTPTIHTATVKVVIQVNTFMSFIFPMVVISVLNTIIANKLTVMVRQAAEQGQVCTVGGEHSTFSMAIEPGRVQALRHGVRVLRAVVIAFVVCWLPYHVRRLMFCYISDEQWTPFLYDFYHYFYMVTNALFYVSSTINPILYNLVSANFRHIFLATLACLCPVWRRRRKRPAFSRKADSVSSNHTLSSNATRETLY
MgcRacGAP inhibition – MgcRacGAP GTPase-activating activity inhibitors, confirmation, biochemical, ADP Hunter fluorescence; 340,000 compounds, 0.6% hits; AID 624330; one-dose inhibition, % at 30 µM; IC50 in µM for titrated hits; MgcRacGAP-stimulated Rac1 GTP hydrolysis, ADP Hunter fluorescence; higher % means a stronger effect; GST-tagged Rac1 F28L mutant substrate;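 active means first-screen hits whose inhibition reached a set limit at any dose in the follow-up dose series; inconclusive means inhibition above the set first-screen limit but never retested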;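 further: fluorescence reports GDP produced by GAP-driven GTP hydrolysis; strong numbers were not always called active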
K1F lysis inhibition – inhibition of K1F phage lysis, E. coli UTI89, bacterial capsule biogenesis inhibitors, alamar blue (AID 488966); E. coli UTI89 K1F phage lysis, alamar blue, 2 h; higher % means a stronger effect; one-dose inhibition, % at 100 µM; IC50 in µM for titrated hits; 340,000 compounds, 0.02% hits;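 active means phage lysis inhibition, versus mean bacterial control, above a set limit; inconclusive means no clear call, values can overlap the other calls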;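 further: capsule biogenesis inhibitors block K1F phage lysis so surviving cells raise fluorescence; higher fluorescence means more inhibition of phage lysis; actives were called in the ten point dose series up to 300 µM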
West Nile antiviral – West Nile virus antiviral activity, cell-based, CPE readout (AID 1621). one-dose CPE inhibition, % at 10 µM; IC50 in µM for titrated hits. 290,000 compounds, 0.02% hits. West Nile virus-infected cells, CPE inhibition; higher % means a stronger effect; in the data active means a potency from the dose series; inconclusive means CPE inhibition mostly from about 3.7% at the one dose, without a potency; inactive means the rest, 99 in 100 with CPE inhibition below about 2.2%; further: strong numbers were not always called active
PhoP inhibition – inhibitors of PhoP regulon expression, primary screen, Salmonella Typhimurium, GFP reporter (AID 1863) | S. Typhimurium PhoP-regulated promoter GFP reporter, 4 h; higher % means a stronger effect | 300,000 compounds, 0.16% hits | inhibition, % at 50 µM; hits with a dose series show IC50 in µM;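 active means inhibition over 29.93%, a cutoff 3 SD above the screen mean, later confirmed by dose response; inconclusive means inhibition over 29.93% but no dose response follow-up; inactive means inhibition at most 29.93% or unconfirmed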;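 further: 0% = low Mg2+ inducing control and 100% = high Mg2+ repressing control; strong numbers were not always called active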
SV40 large T antigen – SV40 large T antigen inhibitors, biochemical (AID 1903). SV40 large T antigen ATPase/helicase inhibition assay; higher % means a stronger effect. one-dose inhibition, % at 20 µM; IC50 in µM for titrated hits. 310,000 compounds, 0.39% hits; in the data active means a potency from the dose series; inconclusive means inhibition mostly from about 32% at the one dose, without a potency; inactive means the rest, 99 in 100 with inhibition below about 32%; further: strong numbers were not always called active
T cell modulator vesicle-bound % – further read-out of T cell modulator, marked with its call; double positive events, %; measured here: CD8+ vesicle-bound cell fraction;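 binding gate set so that unloaded-vesicle control wells show 10% double positive cells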
NTR1 ag cell count 20 µM – recorded beside NTR1 ag, whose call it bears; cell count; measured here: cell count, cytotoxicity flag
NS5 inhibitors pilot replicate – further read-out of NS5 inhibitors, marked with its call; inhibition, %; measured here: pilot screen replicate inhibition
An asterisk follows results filed as active; i = inactive; ? = inconclusive; / = no result given; [ ] = remark or other dose.

The opening 2 entries, ahead of the listing:
SMILES	NS5 inhibitors	RSV CPE inhibition	T cell modulator	T cell modulator vesicle-bound %	NTR1 ag	NTR1 ag cell count 20 µM	MgcRacGAP inhibition	K1F lysis inhibition	West Nile antiviral	PhoP inhibition	SV40 large T antigen	others
Cc1[nH]c2ccccc2c1C(=O)COC(=O)C1CC(=O)N(Cc2ccccc2)C1 (stereo not given)	0.5%	3.2%	i	48.4	0.9	41	12.9%	0.0%	0.1%	4.3%	25.4%
CC(C)CNc1oc(-c2ccco2)nc1C#N	3.9%	0.0%	i	11.8	0.9	86	11.9%	0.4%	0.6%	8.3%	7.2%

All compounds of this part, previewed entries included:
SMILES	NS5 inhibitors	RSV CPE inhibition	T cell modulator	T cell modulator vesicle-bound %	NTR1 ag	NTR1 ag cell count 20 µM	MgcRacGAP inhibition	K1F lysis inhibition	West Nile antiviral	PhoP inhibition	SV40 large T antigen	others
Cc1[nH]c2ccccc2c1C(=O)COC(=O)C1CC(=O)N(Cc2ccccc2)C1 (stereo not given)	0.5%	3.2%	i	48.4	0.9	41	12.9%	0.0%	0.1%	4.3%	25.4%
CC(C)CNc1oc(-c2ccco2)nc1C#N	3.9%	0.0%	i	11.8	0.9	86	11.9%	0.4%	0.6%	8.3%	7.2%
O=C(NCc1ccc(Cl)cc1)c1cccc(S(=O)(=O)N2CCCC2)c1	-8.0%	1.8%	i	21.7	-3.0	62	-0.7%	0.4%[50 µM]	/	/	/
CCOC(=O)c1cc(=O)c2ccc(OCc3ccccc3)cc2o1	-5.9%	7.2%	i	66.8	0.6	80	5.2%	0.1%	0.3%	-7.3%	10.9%
O=C(CCC(=O)c1cccs1)OCC(=O)c1ccc(F)cc1	-2.4%	/	i	38.1	-1.3	57	-1.8%	-1.0%	/	/	/
COc1cc(/C=C/C(=O)Nc2nc3ccc(S(=O)(=O)NC(C)C)cc3s2)cc(OC)c1OC	-1.4%	1.0%	i	47.4	3.1	43	10.1%	2.0%	0.2%	0.2%	2.4%
CCCN(CCC)CCNC(=O)c1cc2c(C)nc3ccccc3c2o1	-2.4%	-1.6%	i	9.1	0.0	51	15.2%	6.3%	0.0%	-2.5%	2.6%
COc1ccccc1C1C(C(C)=O)=C(C)N=c2s/c(=C\c3cc(OC)c(OC)c(OC)c3)c(=O)n21 (stereo not given)	9.4%	1.7%	i	8.4	6.3	81	10.3%	0.7%	0.3%	3.9%	8.3%
COc1ccc(-c2nc3ccc(N4CCCC4)cc3c(=O)[nH]2)cc1OC	-6.6%	1.6%	i	20.6	1.6	82	8.5%	-0.1%	/	-0.9%	17.6%
CCc1noc(C)c1C(=O)Nc1cc(Cl)ccc1N1CCCC1	2.9%	2.6%	i	55.0	0.8	66	6.7%	0.3%[50 µM]	/	-3.4%	5.9%
O=C(O)C1CC=C(Cl)CC1C(=O)NC1CCCCC1 (stereo not given)	-7.4%	1.6%	i	47.4	2.3	76	8.2%	0.2%	-0.3%	5.6%	24.0%
O=C(CCn1cccc1)Nc1ccc(OC(F)(F)F)cc1	-11.9%	3.1%	i	51.8	1.6	55	2.6%	0.3%	-0.2%	0.7%	-3.7%
COc1cccc(CNC(=O)CCC2CCCN(C(=O)c3cc(C)on3)C2)c1 (stereo not given)	2.3%	-0.8%	i	25.2	1.5	54	8.6%	0.1%	0.6%	-1.4%	14.9%
CN(Cc1ccon1)C(=O)CC1C(=O)NCCN1CC1CCCCC1 (stereo not given)	11.0%	1.1%	i	31.6	1.9	86	5.3%	0.5%	-0.2%	5.4%	5.4%
CCCCNC(=O)CSc1nc2cc3c(cc2c(=O)n1CCCN(CC)CC)OCO3	1.9%	0.1%	i	52.2	-0.4	102	3.3%	-0.3%	-0.1%	-13.1%	8.9%
COC(=O)C1=C(C(=O)OC)SC2(S1)C(C(=O)OC)=C(C(=O)OC)SC1=C2c2cccc(C)c2NC1(C)C	-4.8%	-0.2%	i	17.4	3.4	46	18.4%	0.1%	-0.9%	-6.8%	23.8%
O=C(CSc1ncnc2sccc12)NC1CCS(=O)(=O)C1 (stereo not given)	1.6%	/	i	51.4	-0.1	61	-2.2%	0.0%	/	/	/
Cc1nc2c(c(N3CCOCC3)n1)OCC(=O)N2	-4.8%	-2.1%	i	13.6	-0.1	44	13.9%	0.5%	0.1%	-3.7%	2.6%
CN(C(=O)c1nn(C)c2c1CSc1ccccc1-2)c1ccc(F)cc1	6.2%	6.8%	i	6.3	-0.5	48	3.8%	0.3%	-0.1%	2.1%	5.8%
C/C(=N/NC(=O)CSc1nc2ccccc2s1)c1ccncc1	-6.9%	11.6%	i	24.2	-0.2	58	10.5%	5.7%	0.0%	-8.2%	5.0%
O=C(CN1CCN(S(=O)(=O)c2cc(C(F)(F)F)ccc2Cl)CC1)N1CCc2ccccc2C1	4.0%	7.6%	i	41.2	3.7	83	9.9%	-0.9%[50 µM]	/	/	/
CCN(CCO)C(=O)c1ccc2oc(Cc3ccc(Cl)cc3)nc2c1	1.6%	1.4%	i	59.1	-0.2	65	4.0%	2.0%	-0.9%	7.9%	22.4%
CC(=O)C1C(c2ccc(F)cc2)c2c(noc2C)CC1(C)O (stereo not given)	/	0.5%	i	33.9	0.5	57	/	/	0.2%	-2.1%	6.7%
O=C(C1CCCO1)N1CCN(S(=O)(=O)c2ccc(Br)cc2)CC1 (stereo not given)	-11.1%	1.2%	i	19.5	0.4	49	3.6%	-1.2%[50 µM]	0.2%	-7.1%	5.6%
COc1ccc(Cl)cc1NC(=O)CN(C(=O)c1ccco1)C1CCCCC1	-2.4%	1.5%	i	7.5	0.2	87	11.3%	0.0%	0.4%	12.4%	11.1%
N#Cc1cc(-c2ccccc2)nnc1Sc1ccccc1	-10.4%	1.1%	i	36.8	-0.4	53	2.9%	-0.1%[50 µM]	-0.6%	-4.8%	-5.1%
Cc1ccc(-c2nn(CC(=O)NCc3cc(-c4nn(C)c(=O)c5ccccc45)ccc3C)c(=O)c3ccccc23)cc1	-0.8%	-2.1%	i	34.9	11.9	54	0.9%	8.3%	/	5.2%	-12.4%
CCOc1ccc(S(=O)(=O)Oc2ccc3ccccc3c2)cc1	-2.2%	4.0%	i	49.5	3.4	66	6.0%	0.4%	-0.6%	14.5%	4.8%
CNCCCCOc1ccccc1-c1ccccc1	-3.9%	-0.3%	i	33.0	7.7	62	14.8%	0.1%	-0.5%	19.5%	6.6%
CCOC(=O)C1=C(COC(=O)CSc2ccc(Br)cc2)NC(=O)NC1C (stereo not given)	10.3%	-1.1%	i	47.8	1.0	58	-3.2%	0.2%[50 µM]	/	-5.7%	18.9%

Random excerpt: 2 records from the list.
SMILES	NS5 inhibitors	RSV CPE inhibition	T cell modulator	T cell modulator vesicle-bound %	NTR1 ag	NTR1 ag cell count 20 µM	MgcRacGAP inhibition	K1F lysis inhibition	West Nile antiviral	PhoP inhibition	SV40 large T antigen	others
O=C(C1CCCO1)N1CCN(S(=O)(=O)c2ccc(Br)cc2)CC1 (stereo not given)	-11.1%	1.2%	i	19.5	0.4	49	3.6%	-1.2%[50 µM]	0.2%	-7.1%	5.6%
CCOc1ccc(S(=O)(=O)Oc2ccc3ccccc3c2)cc1	-2.2%	4.0%	i	49.5	3.4	66	6.0%	0.4%	-0.6%	14.5%	4.8%

(next part)
SMILES	NS5 inhibitors	RSV CPE inhibition	T cell modulator	T cell modulator vesicle-bound %	NTR1 ag	NTR1 ag cell count 20 µM	MgcRacGAP inhibition	K1F lysis inhibition	West Nile antiviral	PhoP inhibition	SV40 large T antigen	others
Cc1nc(-n2cc(F)c(=O)[nH]c2=O)c2nc(C)oc2n1	-2.0%	0.8%	i	42.2	-1.1	70	8.9%	0.4%	-0.3%	12.3%	5.8%	NS5 inhibitors pilot replicate=-3.6
Cc1ccnc(NC(=O)c2ccc(S(=O)(=O)c3ccccc3)cc2)c1	-15.2%	0.1%	i	54.2	-2.4	103	2.3%	-0.2%	-0.6%	5.3%	8.4%
COC(=O)c1ccc(NC(=O)COc2ccc(C3C(C#N)=C(N)Oc4c3ccc3ccccc43)cc2OC)cc1 (stereo not given)	1.0%	14.5%	i	46.2	2.9	69	1.5%	0.2%	-0.4%	-5.4%	1.3%
O=c1cc(-c2c(O)c3ccccc3n(Cc3ccccc3)c2=O)[nH][nH]1	11.8%	-1.1%	i	37.2	-0.7	90	7.8%	9.9%	0.1%	-0.6%	23.3%
CC1(C)CC(=O)C(C=NC2CCCCC2)=C(O)C1	-1.4%	1.4%	i	44.2	-1.4	41	-1.0%	0.6%	-0.1%	-0.8%	2.3%
CCC(c1nnnn1CCc1ccccc1)N(Cc1ccco1)Cc1cc2cccc(C)c2[nH]c1=O (stereo not given)	7.5%	?	i	39.8	1.6	64	-3.1%	0.0%	-0.1%	9.0%	-6.5%
COc1ccc(C2CC(=O)N(C)c3ccccc3S2)cc1OC (stereo not given)	/	2.7%	i	58.5	0.9	72	3.6%	2.8%	-0.1%	8.1%	0.0%
Cc1ccc(CNc2ncc(-c3ccc4c(c3)OCO4)n2C)cc1	-2.7%	-1.6%	i	46.1	-1.1	75	30.1%	0.5%	0.3%	22.0%	7.0%	NS5 inhibitors pilot replicate=1.5

Source: PubChem (several laboratories)
